GPR151 activ: human GPR151 activation; PathHunter beta-arrestin GPR151 cells, luminescence; activation, % at 11.2 µM; 650,000 tested, 1% active; AID 1508602; in the data active means activation above about 4.9%;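 further: 0% = median of compound wells and 100% = cells with positive control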
Target sequence (Q8TDV0 whole entry, looked up): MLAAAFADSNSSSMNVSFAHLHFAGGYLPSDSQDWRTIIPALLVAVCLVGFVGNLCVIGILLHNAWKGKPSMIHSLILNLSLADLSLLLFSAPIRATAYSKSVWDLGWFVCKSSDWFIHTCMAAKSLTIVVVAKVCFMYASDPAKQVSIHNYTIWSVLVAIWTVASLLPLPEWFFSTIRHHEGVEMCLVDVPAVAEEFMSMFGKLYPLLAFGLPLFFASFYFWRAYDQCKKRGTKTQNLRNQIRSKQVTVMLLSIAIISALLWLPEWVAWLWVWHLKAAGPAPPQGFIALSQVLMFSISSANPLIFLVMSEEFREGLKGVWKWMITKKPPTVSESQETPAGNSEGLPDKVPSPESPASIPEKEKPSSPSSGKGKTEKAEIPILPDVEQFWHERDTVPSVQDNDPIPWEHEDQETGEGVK
TEAD-YAP inh: TEAD-YAP interaction inhibition | HEK-TIYL cells, TEAD-Gal4/YAP UAS-luciferase luminescence | inhibition, % at 9.12 µM | 640,000 tested, 1.4% active; in the data active means inhibition above about 32%;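 further: 0% = median of test compound wells and 100% = reference inhibitor wells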
MITF primary: human MITF inhibition, primary screen. AlphaScreen MITF homodimerization, bead proximity signal. 650,000 tested, 0.91% active. inhibition, % at 2.6 µM; in the data active means inhibition above about 50%;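 further: 0% = vehicle wells with protein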
Target sequence (O75030 whole entry, looked up): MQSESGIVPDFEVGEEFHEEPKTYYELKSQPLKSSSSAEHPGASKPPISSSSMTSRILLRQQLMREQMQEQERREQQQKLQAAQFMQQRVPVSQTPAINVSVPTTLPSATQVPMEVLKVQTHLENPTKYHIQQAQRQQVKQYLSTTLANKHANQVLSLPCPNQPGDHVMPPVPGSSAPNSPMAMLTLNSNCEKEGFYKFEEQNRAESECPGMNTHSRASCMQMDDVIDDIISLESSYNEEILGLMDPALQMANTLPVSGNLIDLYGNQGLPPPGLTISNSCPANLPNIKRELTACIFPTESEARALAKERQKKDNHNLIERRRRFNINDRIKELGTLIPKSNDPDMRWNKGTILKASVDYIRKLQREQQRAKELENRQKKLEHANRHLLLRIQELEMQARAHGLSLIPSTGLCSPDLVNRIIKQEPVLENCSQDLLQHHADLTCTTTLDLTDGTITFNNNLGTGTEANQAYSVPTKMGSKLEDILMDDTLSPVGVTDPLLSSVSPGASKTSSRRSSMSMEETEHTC
FBW7 activator: human FBW7 E3 ligase activation, primary screen; AlphaScreen FBW7–phospho-cyclin E peptide binding, activator screen; Q969H0; 650,000 tested, 0.13% active; normalized activity (activation), % at 26.1 µM; AID 1259310; in the data active means normalized activity above about 1.9%;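 further: purified mutant Fbw7 with reduced substrate affinity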
* = called active by the depositor.

For O=C(Nc1ccc([N+](=O)[O-])cc1Br)C1CC1(c1ccccc1)c1ccccc1 (configuration not stated) the results were GPR151 activ 1.1, TEAD-YAP inh 4, MITF primary 1 and FBW7 activator -0.1.
`COc1ccc(-n2c(SC)nnc2-c2cccs2)cc1` gave GPR151 activ 1.0, TEAD-YAP inh 14, MITF primary 6 and FBW7 activator 0.0.
Cc1cc(C(=O)Nc2ccc(C(=O)O)cc2)co1 was read as GPR151 activ 0.0, TEAD-YAP inh 9, MITF primary 5 and FBW7 activator 0.0.
Screening CCCS(=O)(=O)N1CCN(Cc2cc(Br)ccc2O)CC1 returned GPR151 activ -0.1, TEAD-YAP inh 7, MITF primary 37 and FBW7 activator 0.1.
`O=C(N/N=C/c1cc(Cl)cc(Cl)c1O)c1ccccc1O` gave GPR151 activ 0.9, TEAD-YAP inh 1, MITF primary 15 and FBW7 activator -0.6.
For O=C(NC(C(=O)N1CCOCC1)C12CC3CC(CC(C3)C1)C2)c1ccc(F)cc1 (configuration not stated) the results were GPR151 activ 0.4, TEAD-YAP inh 0, MITF primary 7 and FBW7 activator 0.0.
Cc1cccc(C)c1N(CC(=O)NCc1ccc(F)cc1)C(=O)c1csnn1 was read as GPR151 activ -0.2, TEAD-YAP inh 3, MITF primary -22 and FBW7 activator 0.0.
For Oc1oc(-c2ccccc2)nc1C1=NCCC1 the results were GPR151 activ -3.1, TEAD-YAP inh -50, MITF primary -4 and FBW7 activator -0.2.
Screening CCCC(=O)N1CCN(S(=O)(=O)c2cccc([N+](=O)[O-])c2)CC1 returned GPR151 activ 0.4, TEAD-YAP inh -4, MITF primary 0 and FBW7 activator -0.1.
`CCOC(=O)N1CCc2c(sc(NC(C)=O)c2-c2nc3ccccc3s2)C1` gave GPR151 activ 0.5, TEAD-YAP inh 8, MITF primary 6 and FBW7 activator -0.1.
`O=S(=O)(c1ccc(Br)cc1)N1CCN=C1SCc1cccnc1` gave GPR151 activ -0.7, TEAD-YAP inh -5, MITF primary 1 and FBW7 activator -0.1.
For CCN(CC)c1ccc(CN2CCc3c(nc(N4CCCCC4)[nH]c3=O)C2)c(O)c1 the results were GPR151 activ 0.7, TEAD-YAP inh 4, MITF primary -8 and FBW7 activator 0.1.
For N#Cc1cc2c([nH]c1=O)CCC/C2=N\Nc1ccccc1 the results were GPR151 activ -1.0, TEAD-YAP inh 3, MITF primary 13 and FBW7 activator 0.0.
`CC(NC(=O)CCC1(Cc2ccco2)CCC(=O)N1)c1ccccc1Cl` (configuration not stated) gave GPR151 activ -1.1, TEAD-YAP inh 12, MITF primary 8 and FBW7 activator 0.1.
For O=C(/C=C/c1c(F)cccc1Cl)Nc1ccc2c(c1)OCCO2 the results were GPR151 activ 0.9, TEAD-YAP inh 29, MITF primary -5 and FBW7 activator 0.0.
Screening Cc1c(Cl)cccc1-c1ccc(C(=O)N2CCN(c3ccc([N+](=O)[O-])cc3Cl)CC2)o1 returned GPR151 activ 1.8, TEAD-YAP inh -15, MITF primary 4 and FBW7 activator -0.1.
Screening CCCCC/C=C\C/C=C\C/C=C\CC#CCCCC(=O)O returned GPR151 activ -1.4 and MITF primary 3.
Screening COc1ccc(/C=C2N=C(/C=C/c3ccccc3)OC\2=O)c(OC)c1OC returned GPR151 activ 1.7, TEAD-YAP inh -5, MITF primary 1 and FBW7 activator -0.2.
For Cc1ccc(N2C(=O)CC(SC(=S)N3C(=O)c4ccccc4C3=O)C2=O)cc1 (configuration not stated) the results were GPR151 activ -1.6, TEAD-YAP inh -13, MITF primary -7 and FBW7 activator -0.1.
For COc1ccc(C(=O)N/N=C(\C)c2ccc(C#N)cc2)cc1OC the results were GPR151 activ -0.7, TEAD-YAP inh 41*, MITF primary 1 and FBW7 activator -0.1.

The final 6 entries of the section before come first, to join the parts:
For O=C(/C=C/c1c(F)cccc1Cl)Nc1ccc2c(c1)OCCO2 the results were GPR151 activ 0.9, TEAD-YAP inh 29, MITF primary -5 and FBW7 activator 0.0.
Screening Cc1c(Cl)cccc1-c1ccc(C(=O)N2CCN(c3ccc([N+](=O)[O-])cc3Cl)CC2)o1 returned GPR151 activ 1.8, TEAD-YAP inh -15, MITF primary 4 and FBW7 activator -0.1.
Screening CCCCC/C=C\C/C=C\C/C=C\CC#CCCCC(=O)O returned GPR151 activ -1.4 and MITF primary 3.
Screening COc1ccc(/C=C2N=C(/C=C/c3ccccc3)OC\2=O)c(OC)c1OC returned GPR151 activ 1.7, TEAD-YAP inh -5, MITF primary 1 and FBW7 activator -0.2.
For Cc1ccc(N2C(=O)CC(SC(=S)N3C(=O)c4ccccc4C3=O)C2=O)cc1 (configuration not stated) the results were GPR151 activ -1.6, TEAD-YAP inh -13, MITF primary -7 and FBW7 activator -0.1.
For COc1ccc(C(=O)N/N=C(\C)c2ccc(C#N)cc2)cc1OC the results were GPR151 activ -0.7, TEAD-YAP inh 41*, MITF primary 1 and FBW7 activator -0.1.
`Cc1c(Cl)cccc1N1C(=O)c2ccc(Oc3ccc([N+](=O)[O-])cc3)cc2C1=O` gave GPR151 activ 0.8, TEAD-YAP inh -18, MITF primary -3 and FBW7 activator -0.1.
Cc1ccccc1C(=O)Nc1ccc(S(=O)(=O)N2CCOCC2)cc1 was read as GPR151 activ 0.5, TEAD-YAP inh 2, MITF primary 5 and FBW7 activator 0.0.
CC1CCN(Cc2nnnn2CCCC(=O)N(C)CCC(O)c2ccccc2)CC1 (configuration not stated) was read as GPR151 activ 0.0, TEAD-YAP inh 2, MITF primary 13 and FBW7 activator 0.1.
For CCOc1ccc(-n2c(N)c(C(=O)NCC3CCCO3)sc2=S)cc1 (configuration not stated) the results were GPR151 activ -1.4, TEAD-YAP inh -10, MITF primary 0 and FBW7 activator -0.1.
CN(C(=O)COc1ccc2ccccc2c1)c1ccccc1 was read as GPR151 activ 1.7, TEAD-YAP inh -37, MITF primary 2 and FBW7 activator 0.0.
For Cc1cc(S(=O)(=O)N2CCN(c3ccccc3)CC2)ccc1-n1cnnn1 the results were GPR151 activ -0.5, TEAD-YAP inh 1, MITF primary 2 and FBW7 activator 0.1.
For Cc1cc(C(=O)Nc2cc(Br)ccc2O)no1 the results were GPR151 activ -0.9, TEAD-YAP inh -16, MITF primary 0 and FBW7 activator -0.1.
`CC(NC(=O)Cc1ccccc1)C(=O)O` (configuration not stated) gave GPR151 activ 1.2, TEAD-YAP inh -1, MITF primary -2 and FBW7 activator 0.0.
Screening CCNC(=O)CN(Cc1ccc(C)cc1)S(=O)(=O)c1ccccc1 returned GPR151 activ 1.7, TEAD-YAP inh 0, MITF primary 7 and FBW7 activator -0.1.
Screening COC1CCCCC1NS(=O)(=O)c1ccccc1 (configuration not stated) returned GPR151 activ 0.1, TEAD-YAP inh -1, MITF primary -90 and FBW7 activator 0.6.
Screening CCOC(=O)c1sc(=NC(=O)/C=C/c2ccccc2)n(C)c1C returned GPR151 activ -0.9, TEAD-YAP inh -11, MITF primary 0 and FBW7 activator -0.1.
`CNC(=O)c1ccc(-c2cc(C(C)C)ccc2OC)nc1NCCOC` gave GPR151 activ -0.5, TEAD-YAP inh -16, MITF primary 0 and FBW7 activator 0.8.
Screening c1ccc(Cc2nnc3sc(-c4ccc5c(c4)OCCO5)nn23)cc1 returned GPR151 activ 4.5, TEAD-YAP inh -10, MITF primary 2 and FBW7 activator -0.2.
CCOC(=O)c1c(C)n(C)c2c1cc(OC(=O)COc1ccccc1C)c1ccccc12 was read as GPR151 activ 1.5, TEAD-YAP inh -3, MITF primary 25 and FBW7 activator 0.1.
`CC(=O)c1ccc(-c2cnc3ccc(NCc4cccs4)nn23)s1` gave GPR151 activ -0.5, TEAD-YAP inh -2, MITF primary -3 and FBW7 activator -0.1.
For Cc1ccc2c(c1)C(c1ccccc1)N(C(=O)c1ccc(Br)cc1)CC(=O)N2 (configuration not stated) the results were GPR151 activ 0.7, TEAD-YAP inh 7, MITF primary 19 and FBW7 activator -0.1.
`Cc1cc(C)c(S(=O)(=O)N2CCN(c3ccccn3)CC2)c(C)c1` gave GPR151 activ 0.7, TEAD-YAP inh 1, MITF primary 3 and FBW7 activator -1.2.
O=C(CSCc1ccc([N+](=O)[O-])cc1)NCc1ccc(Cl)cc1 was read as GPR151 activ -0.3, TEAD-YAP inh 6, MITF primary 4 and FBW7 activator 0.0.
For CC(=O)c1c(OCC(=O)N(C)C2CCCCC2)ccc2c(C)cc(=O)oc12 the results were GPR151 activ -0.6, TEAD-YAP inh 14, MITF primary -6 and FBW7 activator 0.2.
O=C(Nc1ccc(Oc2ccc3ccccc3c2Cl)c(Cl)c1)c1ccc2c(c1)OCCO2 was read as GPR151 activ 1.3, TEAD-YAP inh 0, MITF primary 11 and FBW7 activator 0.1.
`COC(=O)Nc1ncc(CN2CCOCC2)s1` gave GPR151 activ 0.8, TEAD-YAP inh -8, MITF primary -4 and FBW7 activator -0.1.
`CCCN(C)C(=O)c1c(C(F)(F)F)nc2ccc(C)cn12` gave GPR151 activ -0.7, TEAD-YAP inh 4, MITF primary -1 and FBW7 activator 0.2.
For Cc1c(C(=O)NCC2CCCO2)cccc1[N+](=O)[O-] (configuration not stated) the results were GPR151 activ 0.3, TEAD-YAP inh 11, MITF primary 5 and FBW7 activator 0.9.
Screening CCCCNC(=O)CCCCCn1c(=S)[nH]c2ccccc2c1=O returned GPR151 activ -0.2, TEAD-YAP inh 2, MITF primary 13 and FBW7 activator 0.1.
O=C1Nc2ccccc2OC1CC(=O)N1CCN(C2CCCCC2)CC1 (configuration not stated) was read as GPR151 activ 4.2, TEAD-YAP inh -2, MITF primary -1 and FBW7 activator 0.0.
Screening O=C1CC(c2ccccc2)CC2=C1C(c1ccccc1F)Nc1ccccc1N2 (configuration not stated) returned GPR151 activ -0.5, TEAD-YAP inh 0, MITF primary 13 and FBW7 activator 0.1.
Screening CC(C(=O)N(C)c1ccccc1)c1ccc([N+](=O)[O-])cc1 (configuration not stated) returned GPR151 activ -0.7, TEAD-YAP inh 13, MITF primary 4 and FBW7 activator 0.3.
O=C(CSc1ccc2nnc(-c3ccc(F)cc3)n2n1)Nc1ccc(F)cc1 was read as GPR151 activ -0.4, TEAD-YAP inh -20, MITF primary 7 and FBW7 activator 0.1.
For CCNc1nc2ccc(C(=O)Nc3ccc(NC(C)=O)cc3)cc2s1 the results were GPR151 activ -3.5, TEAD-YAP inh -19, MITF primary -6 and FBW7 activator -0.1.
Screening OCCOc1cccc(CN2CCN(CC3CCCCC3)C(CCO)C2)c1 (configuration not stated) returned GPR151 activ 1.2, TEAD-YAP inh -7, MITF primary -15 and FBW7 activator 0.0.
CC(C)n1cnc2c(NCc3cccnc3)nc(Nc3cnccn3)nc21 was read as GPR151 activ -0.7, TEAD-YAP inh 26, MITF primary 6 and FBW7 activator -0.2.
Screening CC(C)C(NS(=O)(=O)c1cccc2nsnc12)C(=O)NCc1cccs1 (configuration not stated) returned GPR151 activ 0.0, TEAD-YAP inh 2, MITF primary -13 and FBW7 activator -0.1.
`CCc1ccccc1NC(=O)c1cnn2cccnc12` gave GPR151 activ 0.9, TEAD-YAP inh -17, MITF primary 13 and FBW7 activator -0.2.
`c1ccc2c(c1)nc(Nc1ccc(N3CCCCC3)cc1)c1nnnn12` gave GPR151 activ -0.5, TEAD-YAP inh -16, MITF primary -2 and FBW7 activator -0.2.
For CCOC(=O)C1=CN(Cc2ccc(Cl)cc2)C=C(C(=O)OCC)C1c1ccccc1OC the results were GPR151 activ -1.0, TEAD-YAP inh 4, MITF primary 10 and FBW7 activator 0.0.
CN1C=C(c2ccc3ccccc3n2)C(C[N+](=O)[O-])c2ccccc21 (configuration not stated) was read as GPR151 activ 0.2, TEAD-YAP inh -6, MITF primary 2 and FBW7 activator 0.0.
`COC(=O)C1(S(=O)(=O)C2(C(=O)OC)CCCC2)CCCC1` gave GPR151 activ -0.1, TEAD-YAP inh 3, MITF primary 4 and FBW7 activator -0.1.
Screening COc1cccc(NC(=O)c2sc(NC(C)=O)nc2C)c1 returned GPR151 activ -0.5, TEAD-YAP inh -11, MITF primary -3 and FBW7 activator -0.1.
CN(C)c1ccc(C2CC(c3ccccc3)=NN2C(=O)c2ccc(Cl)cc2)cc1 (configuration not stated) was read as GPR151 activ 0.4, TEAD-YAP inh 1, MITF primary -11 and FBW7 activator -0.1.
CCOc1ccc(NC(=O)NCCc2c[nH]c3ccc(OC)cc23)cc1 was read as GPR151 activ 0.7, TEAD-YAP inh -1, MITF primary 2 and FBW7 activator -0.6.
`COc1cccc(C(=O)Nc2ccc3oc(-c4cccc5ccccc45)nc3c2)c1` gave GPR151 activ 0.1, TEAD-YAP inh 1, MITF primary -1 and FBW7 activator -0.1.
Screening C=CCN(CC=C)CCOc1ccc([N+](=O)[O-])c(C)c1 returned GPR151 activ -1.7, TEAD-YAP inh 2, MITF primary 34 and FBW7 activator -0.3.
Screening COCCCNC(=S)N1CCN(S(=O)(=O)c2ccc(OC)cc2)CC1 returned GPR151 activ -0.5, TEAD-YAP inh 7, MITF primary 4 and FBW7 activator -0.1.
Screening CCN1CCN(CCCNC(=O)Cn2c(C)cc3ccccc3c2=O)CC1 returned GPR151 activ 0.7, TEAD-YAP inh -4, MITF primary 7 and FBW7 activator -0.1.
